# IMPase Li cell: membrane-permeable IMPase blocker, potentiated with lithium | CHO-M1 cells, IP1 TR-FRET (IP-One), carbachol + lithium | Potency, µM (top dose mostly 59.4 µM), for the others: top-dose activity, negative = IMPase inhibition, usual class: inhibitors | 0.35% of 210,000 active;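 further: IP1 builds up when IMPase is blocked and the TR-FRET signal falls; potency means the concentration at half of the fitted maximal effect; plate controls were basal vehicle for no effect and high inhibitor control for full effect; nearly all actives have a fitted effect of over 50% in size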
#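 CHO cells stably expressing M1 receptor (2000/well) were cultured 16–30 h, then exposed to compounds with a small lithium addition for 30 min at 37C. IP1 was measured by TR-FRET competition; AC50 from Hill fits.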
# KinaseGlo FLuc: counter-screen: inhibitors of Kinase-Glo firefly luciferase; Q27757; Kinase-Glo luciferase, ATP luminescence, 8 min; Potency, µM (doses to about 38.3 µM), without a hit: at the top dose activity change, negative = inhibition, hits mostly inhibitors; 0.28% of 200,000 active; AID 1379; further: potency means the concentration at half of the fitted maximal effect; on the % scale 0 is the no-effect control and ±100 the full control effect; nearly all actives have a fitted effect of over 60% in size
#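 Recombinant Kinase-Glo luciferase, 10 uM ATP (linear range), luciferin; imidazole pH 7.2 / KCl / MgCl2 / Tween / BSA buffer; 8 min RT; luminescence.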
# LMNA splice mod: modulators of lamin A splicing | HeLa LMNA splicing GFP/RFP minigene ratio, 48 h | Potency, µM (doses to about 46.1 µM), for inactives: top-dose ratio change, negative = inhibition, actives largely listed as inhibitors | 0.01% of 200,000 active; active means well fitted inhibition curve with a large enough effect in the signal ratio, with a control signal flat, not every such curve was filed as active; inconclusive means small, poorly fitted or top-dose-only effect, or effect the other way, or a change in a side signal; the % refers to the signal ratio; further: potency means the concentration at half of the fitted maximal effect; on the % scale 0 is the no-effect control and ±100 the full control effect
#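 Read-out is the ratio of GFP to DsRed2 object intensity, acquired by 488 nm laser-scanning cytometry on HeLa lamin A-EGFP minigene reporter cells. Compound incubation 48 hrs at 37 °C in Opti-MEM with 2% FBS; DMSO 0.5% final.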
# SMN2 splice up: increases expression of the SMN2 splice variant. HEK293 SMN2-luciferase splicing reporter, luminescence, 30-36 h. Potency, µM (highest dose often 46.1 µM), inactives show at the highest dose activity change, positive = activation, actives largely listed as activators. 2.8% of 210,000 active. AID 1458; further: potency means the concentration at half of the fitted maximal effect; % of control where 0% means no effect; nearly all actives have a fitted effect of over 55% in size
#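 HEK293 cells carry an SMN2 […]–luciferase reporter in which exon 7 inclusion puts luciferase in frame. Cells were plated 10-12 h before compound addition, then incubated 30-36 h at 37C. ONE-Glo luminescence was read; sodium butyrate at 4.5 mM final served as control.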
# HTT cytoprotect: cytoprotection in Huntington HTT-Q103 PC12 cell model. PC12 HTT-Q103 induced, cytoprotection, ATP luminescence, 40 h. Potency, µM (doses to about 56.4 µM), inactives show cytoprotection (ATP increase), actives largely listed as activators. 0.14% of 230,000 active. AID 1471;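 further: potency means the concentration at half of the fitted maximal effect; % of control where 0% means no effect; nearly all actives have a fitted effect of over 45% in size; toxic huntingtin expression switched on by the ecdysone agonist tebufenozide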
#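 Huntington model: PC12 line, ecdysone-inducible HTTQ103 exon1–GFP, tebufenozide 100 nM. Test articles in a dose series. Endpoint luminescence from cellular ATP.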
# HttQ103 aggreg: mutant huntingtin aggregation inhibition; AID 1688; PC12 HttQ103-GFP aggregates, Acumen cytometry, 40 h; Potency, µM (top dose mostly 46.1 µM), for the others: at the top dose activity change, negative = inhibition, usual class: inhibitors; 1.1% of 220,000 active; further: potency means the concentration at half of the fitted maximal effect; on the % scale 0 is the no-effect control and ±100 the full control effect; nearly all actives have a fitted effect of over 60% in size
#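 PC12/HTTQ103-GFP, ecdysone-inducible; teb 100 nM; cpd qHTS titration; GFP aggregates read on laser cytometer, Ex 488/Em 500-530 nm.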
# CBFb-RUNX1 inh: CBF-beta/RUNX1 interaction disruption. 230,000 tested, under 10 active. Q01196+Q13951. Potency, µM (doses to about 59.8 µM), for the others: at the highest dose activity, negative = inhibition, most hits filed as inhibitors. AlphaScreen CBFb-His/RUNX1-biotin binding, biochemical; further: % of control where 0% means no effect
# Target sequence (Q01196 whole entry, looked up): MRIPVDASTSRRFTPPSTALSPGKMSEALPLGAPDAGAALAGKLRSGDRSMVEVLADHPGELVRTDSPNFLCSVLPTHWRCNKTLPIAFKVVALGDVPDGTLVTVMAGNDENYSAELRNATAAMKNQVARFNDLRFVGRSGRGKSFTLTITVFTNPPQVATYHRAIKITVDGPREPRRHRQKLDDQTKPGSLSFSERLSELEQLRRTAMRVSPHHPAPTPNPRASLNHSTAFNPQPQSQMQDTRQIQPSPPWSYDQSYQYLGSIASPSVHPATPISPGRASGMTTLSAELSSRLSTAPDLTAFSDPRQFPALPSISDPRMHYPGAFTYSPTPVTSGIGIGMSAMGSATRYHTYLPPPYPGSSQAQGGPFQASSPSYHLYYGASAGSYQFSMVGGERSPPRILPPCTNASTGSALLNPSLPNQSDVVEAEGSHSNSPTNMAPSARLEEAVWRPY
# Target sequence (Q13951 whole entry, looked up): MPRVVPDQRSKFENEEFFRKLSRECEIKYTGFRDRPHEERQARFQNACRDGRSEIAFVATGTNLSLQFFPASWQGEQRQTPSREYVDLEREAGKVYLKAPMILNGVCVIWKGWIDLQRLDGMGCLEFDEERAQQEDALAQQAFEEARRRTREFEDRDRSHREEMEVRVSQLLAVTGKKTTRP
#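 Bead-based AlphaScreen assay; binding partners His-tagged CBF-beta and biotinylated RUNX1 at 30 nM each. Compound exposure 15 min after a 20-min protein preincubation; bead step 90 min; all steps at room temperature.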
# Numbers without * were called inactive; ? = inconclusive; · = no result given; & = joins results of further samples; [ ] = another dose, or the depositor's remark. Unless noted, the call rests on the fitted dose curve; in most records, active means well fitted curve in the direction sought with a large enough effect; inconclusive means small, poorly fitted or top-dose-only effect, or another doubt; inactive means no such curve, though single readings can be large; an effect the other way counts as inactive or inconclusive.
SMILES,IMPase Li cell,KinaseGlo FLuc,LMNA splice mod,SMN2 splice up,HTT cytoprotect,HttQ103 aggreg,CBFb-RUNX1 inh
Oc1ccc(-c2csc(Nc3ncccn3)n2)cc1O,6.2%,-1.1%,-7.1%[46 µM],?,-56.7%[inhibitor][10 µM],?,-16.0%
CO/N=C(\C(=O)N[C@@H]1C(=O)N2C(C(=O)O)=C(COC(N)=O)CS[C@@H]12)c1ccco1,-8.5%,-6.7%[17.1 µM],-11.4%,15.9%[20.6 µM],6.3%[40.3 µM],·,-2.6%[21.7 µM]
COC(=O)CCC(NC(=O)c1cc(-c2ccc3c(c2)OCCO3)oc1C)C(=O)OC (stereo not given),-2.5%[38.3 µM],-5.9%,0.5%,6.3%,0.5%,7.0%,4.1%
CNc1ncnc2c1ncn2[C@@H]1O[C@H](CO)[C@H](O)[C@H]1O,-3.7%,-11.0%,?,?,·,·,-2.9%
O=C(OCC(=O)N1CCCC1)c1ccccc1OCc1ccccc1,7.0%,-1.7%,-9.4%,12.6µM*,11.5%[10 µM],2.5%,12.4%
Clc1ccc(SCc2cn3cccnc3n2)cc1,-11.4%[38.3 µM],-0.2%,-2.8%,-1.2%,-23.6%,10.1%,2.0%
CCOC(=O)c1c(/N=C/C2=C(O)CC(C)(C)CC2=O)sc(C(C)=O)c1C,6.5%,-2.5%,22.9%[46 µM],14.2%,7.9%[10 µM],-8.1%,-3.8%
Cc1ccc(S(=O)(=O)NNC(=O)c2sc(=S)n(C)c2C)cc1,3.6%,1.3%,-1.4%,25.6%,16.5%[10 µM],9.0%,-1.9%
CCOC(=O)CCCSc1nc2sc(C)c(C)c2c(=O)[nH]1,27.7%[38.3 µM],-0.3%,-1.6%,7.4%,-9.7%,-10.1%,15.2%
CC(C(=O)O)c1ccc(CC2CCCC2=O)cc1 (stereo not given),10.1%,2.3%,-12.8%,10.1%,?,·,10.8%
Cc1oc2c(CN3CCOCC3)c(O)ccc2c(=O)c1-c1ccc(Br)cc1,-9.3%[38.3 µM],0.2%,-11.2%,-7.2%,-21.8%[0.074 µM],-1.2%,9.9%
Cc1cc(C)cc(N2C(=O)CC(n3ccnc3)C2=O)c1 (stereo not given),-12.0%[38.3 µM],-1.4%,3.3%,-10.6%,8.0%,-8.9%,8.2%
COc1ccc(CCNS(=O)(=O)c2ccc(OC)cc2)cc1,11.8%[38.3 µM],3.2%,5.5%,?,-0.7%,4.9%,4.5%
CCN(CC)CCN(C(=O)c1ccccc1OC)c1nc2ccc(F)cc2s1,4.4%,1.4%,26.4%[9.22 µM],-3.1%,-26.1%,-0.9%,4.7%
Cc1nn2c(NCCCN(C)C)c3c(nc2c1-c1ccccc1)CCC3,20.7%[38.3 µM],0.9%,14.1%,-10.0%,-13.9%,1.9%[9.22 µM],-1.1%
O=C(O)c1ccc(-n2nnnc2SCc2ccccc2F)cc1,6.7%[38.3 µM],0.2%,-8.9%,-15.3%,-21.7%,-19.3%,-0.7%
O=C(/C=C/c1ccco1)Nc1cccnc1Cl,·,·,·,·,-16.9%[10 µM],-11.6%[9.22 µM],-26.8%
O=C(O)C1CCCCC1C(=O)Nc1ccc(Cl)cc1Cl (stereo not given),-2.9%,4.6%,-6.9%,-1.7%,0.4%[10 µM],6.1%,12.7%
Cc1noc(C)c1-c1ccc2ncnc(N(C)Cc3ccco3)c2c1,-8.3%,1.2%,?,3.55µM*,-47.9%[inhibitor],·,·
CNC(=O)CSc1cn(CC(=O)N(C(C)C)C(C)C)c2ccccc12,1.8%,0.5%,0.8%[46 µM],-7.2%,0.2%,14.7%,15.1%

# Ordered by value in HttQ103 aggreg (ascending): 3 of the compounds above.
molecule,HttQ103 aggreg
Cc1oc2c(CN3CCOCC3)c(O)ccc2c(=O)c1-c1ccc(Br)cc1,-1.2%
COc1ccc(CCNS(=O)(=O)c2ccc(OC)cc2)cc1,4.9%
CNC(=O)CSc1cn(CC(=O)N(C(C)C)C(C)C)c2ccccc12,14.7%

# Following part:
SMILES,IMPase Li cell,KinaseGlo FLuc,LMNA splice mod,SMN2 splice up,HTT cytoprotect,HttQ103 aggreg,CBFb-RUNX1 inh
Cc1csc(OCc2ccc(C#N)cc2)n1,12.5%[38.3 µM],-4.2%,20.1%,-22.4%,1.9%[10 µM],-0.3%,4.2%
COc1ccc(C(=O)NNC2=NC(C)(C)Cc3cc(C)c(C)cc32)cc1,10.4%[38.3 µM],1.4%,-3.4%,-6.3%,14.0%[10 µM],?,4.6%
O=C(NCCc1ccc(Cl)cc1)c1nnc(Cc2ccc(Cl)cc2)o1,4.7%,-1.0%,-6.8%,-6.9%,-6.4%,6.1%,3.1%[2.36 µM]
CC(C)CCOc1ccc(C(=O)CCNC(C)C(=O)O)cc1 (stereo not given),16.3%[38.3 µM],-3.3%,7.6%,8.3%,-2.0%[1.9 µM],0.2%,6.3%
CCSc1ccc(-c2nn(-c3ccccc3)cc2/C=C(/C#N)C(=O)NCCCOC)cc1,-4.6%,3.3%,-5.8%,0.2%,10.6%[10 µM],-8.8%,-6.2%
O=C(COc1nsnc1N1CCOCC1)Nc1ccc(Cl)cc1,0.2%,3.5%,0.8%[46 µM],-12.0%,-6.0%,5.7%,-7.4%
COCc1cc(=O)[nH]c(=S)[nH]1,-3.0%,-2.4%,-2.4%,-22.6%,·,19.4%,-1.3%
COCC(=O)N(C)c1nnc(-c2cnc(C)cn2)s1,-3.8%[38.3 µM],-2.1%,10.2%,9.0%,-34.4%,4.4%,8.1%
Cc1cccc(NC(=O)N(Cc2cc3cc(C)ccc3[nH]c2=O)CC2COCCO2)c1 (stereo not given),7.2%,-0.8%,·,-6.0%,-20.5%[10 µM],-5.4%[9.22 µM],-1.5%
S=c1[nH]nc(Cc2ccccc2)n1Cc1ccco1,8.5%,5.4%,-14.7%,-19.6%,7.3%[10 µM],-15.9%,-9.6%
Cc1[nH][nH]c(=O)c1N=Nc1ccc(Cl)cc1,6.5%,6.6%,·,-13.9%,-28.8%,-12.3%,-7.6%
O=C(N/N=C/c1cn[nH]c1-c1ccc(F)cc1)c1ccncc1,-9.9%,-1.0%,2.5%,0.8%,-19.2%[10 µM],-24.8%,9.5%
Cc1c(N(C)C(=O)C2CCCN2S(=O)(=O)c2ccccc2)c(=O)n(-c2ccccc2)n1C (stereo not given),21.1%[38.3 µM],-0.9%,-2.6%,-1.3%,-2.7%,26.7%,7.6%
COC(=O)c1ccc(C(=O)OC)c(NC(=O)COC(=O)C23CC4CC(CC(O)(C4)C2)C3)c1,24.3%[38.3 µM],0.1%,-8.5%,·,1.1%[10 µM],6.7%,3.9%
CC(C)C(NC(=O)c1ccc(C(C)(C)C)cc1)C(=O)NC1=NCCS1 (stereo not given),24.2%[38.3 µM],-1.2%,0.2%,5.0%,?,9.4%,5.9%
CS(=O)(=O)N1CCCC(C(=O)NCc2cccs2)C1 (stereo not given),-12.0%[38.3 µM],0.6%,8.7%,-23.9%,-11.0%,10.1%,-4.0%
O=C(c1ccc2snnc2c1)N1CCSCC1,15.7%[38.3 µM],-1.9%,1.2%,-0.8%,-0.8%,-7.6%,?
O=C(C(Cc1ccccc1)n1cccc1)N1CCN(c2ccccc2)CC1 (stereo not given),22.1%[38.3 µM],4.7%,-17.5%,-4.1%,-38.3%[inhibitor],?,-3.4%
COc1ccc2[nH]cc(CCn3ccc(O)c(C/C=C/c4ccccc4)c3=O)c2c1,20.3%,2.7%,·,·,-53.3%[inhibitor],?,-10.7%
O=C(COC(=O)CNC(=O)c1ccccc1Cl)Nc1ncc(C(F)(F)F)cc1Cl,-4.9%,-1.7%,7.5%,13.0%,·,-1.4%,5.0%
CN(CC(O)COCc1cccs1)C1CCCCC1 (stereo not given),-5.2%[38.3 µM],-1.6%,0.5%,-5.7%,17.2%[10 µM],-10.6%,1.3%
CN1C(C(=O)NCc2cccc(Br)c2)CC2Cn3c(nc4ccccc43)C21 (stereo not given),·,·,·,·,19.0%[10 µM],-4.9%[9.22 µM],10.2%
Nc1nonc1-c1nc2ccccc2n1Cc1ccc(F)cc1,36.5%[activator][38.3 µM],-2.8%,16.4%,?,-15.3%[10 µM],?,20.4%
Cc1ccc(S(=O)(=O)N(C)c2c(C)ccc(S(N)(=O)=O)c2C)cc1,9.4%,5.7%,·,-11.0%,-17.9%[10 µM],-13.0%[9.22 µM],0.4%
Cc1nn(Cc2ccc(Cl)cc2)c(C)c1NC(=O)c1noc2c1CCc1ccccc1-2,6.7%[38.3 µM],17.3%,-1.5%,-8.3%&-33.0%,-38.4%[inhibitor],?,-10.0%
O=C(NC(Cc1ccccc1)C(=O)O)C1CCCCC1 (stereo not given),5.7%,-1.3%,-14.7%,16.2%,-1.9%[10 µM],8.8%,1.0%
N/C(=N\OC(=O)Cc1cccs1)c1ccc([N+](=O)[O-])cc1,9.1%,-1.7%,14.5%,?,-11.5%[10 µM],-3.3%,?
Cc1cc(C(=O)CN(Cc2ccc(F)cc2)S(=O)(=O)c2ccc3c(c2)OCCO3)c(C)n1C,10.0%[38.3 µM],-2.0%,?,-13.1%,-2.3%[10 µM],-13.4%,-14.6%
O=C1CCCc2c1nc(-c1ccc(F)cc1)n2O,·,·,·,·,-4.6%[10 µM],3.1%[9.22 µM],5.6%
CCOC(=O)C1CN(S(=O)(=O)c2ccc(C)cc2)C1,-10.6%[38.3 µM],4.0%,-5.0%,-1.8%,36.2%[10 µM],14.6%,10.1%
Cc1nc2sc(C(c3ccccc3)N3CCN(c4ccccc4F)CC3)c(O)n2n1 (stereo not given),9.2%[38.3 µM],-1.3%,8.6%,22.4%,-4.2%[1.9 µM],8.3%,0.9%
COc1cccc(CNC(=O)CCC2CCCN(c3cc(C)nc(N4CCCC4)n3)C2)c1 (stereo not given),18.5%,·,·,·,13.3%[10 µM],9.7%[9.22 µM],5.3%
CC(=O)C1C(c2ccccc2Cl)NC(=O)NC1(O)C(F)(F)F (stereo not given),-0.1%[38.3 µM],4.4%,-10.3%,-1.7%,-1.0%,2.9%,2.3%
O=c1c(Cl)c(NCC2CCCO2)cnn1C12CC3CC(CC(C3)C1)C2 (stereo not given),12.3%,0.6%,·,-42.1%[inhibitor],-98.0%[inhibitor],1.7%,9.5%
O=C(N/N=C/c1ccc([N+](=O)[O-])o1)c1cn(-c2ccccc2)nc1-c1ccccc1,8.8%,-2.4%,7.3%,-15.6%,1.1%[10 µM],?,-4.4%

# Assay outcomes from PubChem.
